Screens as filed in PubChem BioAssay.
OXTR ag: activates the human oxytocin receptor | activation, % at 3 µM | P30559 | 320,000 tested, 0.32% active | AID 2435 | CHO-OTR cells, Fluo-8 calcium fluorescence; normalized: DMSO 0%, oxytocin 100%;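 active = activation above the mean of all tested compounds plus 3 SD, cutoff set per screening run, cut at about 20% in these data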;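 also: peak over basal fluorescence ratio from a 100 s FLIPR kinetic read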
Target sequence (P30559 whole entry, looked up): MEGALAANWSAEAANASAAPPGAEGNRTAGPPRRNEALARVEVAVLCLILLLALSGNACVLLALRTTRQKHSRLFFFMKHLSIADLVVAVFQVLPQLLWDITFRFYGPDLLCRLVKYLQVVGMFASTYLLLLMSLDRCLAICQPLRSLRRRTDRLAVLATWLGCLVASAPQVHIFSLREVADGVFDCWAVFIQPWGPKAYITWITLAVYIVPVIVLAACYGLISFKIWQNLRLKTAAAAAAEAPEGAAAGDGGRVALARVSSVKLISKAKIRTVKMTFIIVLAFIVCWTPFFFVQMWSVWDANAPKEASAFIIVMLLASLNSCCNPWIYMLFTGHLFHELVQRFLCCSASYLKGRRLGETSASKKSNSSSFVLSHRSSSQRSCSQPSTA
GPR7 antag: blocks human GPR7 receptor signaling | P48145 | GPR7-expressing cells, fluorescence antagonist assay | inhibition, % at 4.4 µM | 290,000 tested, 1.1% active; in the data active = inhibition above about 16%, passing the limit was not always enough;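 also: cells stimulated with the agonist NPW; 0% = agonist with vehicle and 100% = vehicle without agonist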
VIM-2 inh: inhibitors of Pseudomonas aeruginosa VIM-2 metallo-beta-lactamase | purified VIM-2, nitrocefin hydrolysis, epi-absorbance fluorescence | inhibition, % at 5.6 µM | 290,000 tested, 0.89% active | AID 1527;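 active = inhibition above the mean of all tested compounds plus 3 SD, cutoff set per screening run, cut at about 7.5% in these data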;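 also: red hydrolysis product quenches plate fluorescence so inhibitors raise well fluorescence; 0% = enzyme with DMSO and 100% = DMSO without enzyme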
V1aR counter: V1a receptor agonism, counter-screen for OXTR agonists | activation, % at 3 µM | 320,000 tested, 0.25% active | P37288 | CHO-V1R cells, Fluo-8 calcium fluorescence, agonist mode; 0% DMSO, 100% 3 nM vasopressin;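 active = activation above the mean activation of all tested compounds plus 3 SD, per screening run, cut at about 20% in these data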;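 also: signal is peak over basal fluorescence ratio across a 100 second FLIPR read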
Target sequence (P37288 whole entry, looked up): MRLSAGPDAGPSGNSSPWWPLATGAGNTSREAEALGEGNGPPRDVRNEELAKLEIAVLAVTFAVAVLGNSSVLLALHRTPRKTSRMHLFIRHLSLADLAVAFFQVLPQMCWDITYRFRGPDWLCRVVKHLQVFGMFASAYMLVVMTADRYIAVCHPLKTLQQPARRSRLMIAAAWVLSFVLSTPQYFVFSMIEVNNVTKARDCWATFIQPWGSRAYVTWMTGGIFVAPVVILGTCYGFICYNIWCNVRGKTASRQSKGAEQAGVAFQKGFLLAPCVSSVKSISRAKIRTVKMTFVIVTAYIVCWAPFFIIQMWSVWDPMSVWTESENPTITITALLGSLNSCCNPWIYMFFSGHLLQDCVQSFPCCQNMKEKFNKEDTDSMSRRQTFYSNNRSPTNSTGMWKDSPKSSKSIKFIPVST
NS3 helicase inh: blocks Hepatitis C virus NS3 helicase unwinding. NS3 helicase DNA unwinding, Cy5 molecular beacon fluorescence. inhibition, % at 10.9 µM. 290,000 tested, 0.56% active. AID 1800;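 active = inhibition above the mean of all tested compounds plus 3 SD, set per campaign, cut at about 35% in these data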;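 also: 0% = DMSO wells and 100% = thioflavine S control wells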
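Compound dosing – single dose, 10.9 µM nominal final, DMSO 0.8% final · System – NS3 helicase fragment of HCV · Buffer or medium – MOPS pH 6.5, MgCl2, DTT, Tween20, BSA · Signal – Cy5 beacon fluorescence read at start and 1 h · Also added – annealed dual-labelled DNA beacon duplex, ATP-started · Schedule – 1 h at 25 °C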
IMP-1 inhibitor: inhibitors of Pseudomonas aeruginosa IMP-1 metallo-beta-lactamase; purified IMP-1, nitrocefin hydrolysis, epi-absorbance fluorescence; inhibition, % at 5.6 µM; 290,000 tested, 0.45% active;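 active = inhibition above the mean plus 3 SD of all compounds in the same screening run, cut at about 4.5% in these data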;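 also: 0% = IMP-1 with DMSO and 100% = DMSO wells lacking enzyme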
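Assay system: purified recombinant IMP-1 beta-lactamase. Input: IMP-1 0.2 nM before substrate addition. Buffer or medium: Zinc- and detergent-supplemented HEPES buffer, pH 7.1. Schedule: 25 °C, 15 min preincubation, 25 min reaction. Signal: Epi-absorbance fluorescence, 480 nm excitation, 530 nm emission. Evaluation: percent inhibition from optical density relative to buffer-blank wells.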
GalR3 antagonist: antagonists of human GalR3 | O60755 | HEK293 GalR3-CNG cAMP membrane potential fluorescence; galR3 body fused to GalR1 C-terminus | 360,000 tested, 0.44% active | AID 651719 | inhibition, % at 3 µM;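 active = inhibition above the screen-wide average plus 3 SD, cut at about 13% in these data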;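 also: forskolin and galanin both at EC90 stimulate the cells; cAMP rise reported by CNG channel membrane potential dye signal; 0% = forskolin plus galanin with DMSO and 100% = forskolin alone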
FID counter: counter-screen for HCV NS3 helicase inhibitors: DNA intercalator displacement; DNA fluorescent intercalator displacement, fluorescence; inhibition, % at 7.9 µM; 290,000 tested, 0.17% active; AID 1845; in the data active = inhibition above about 37%;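 also: 0% = vehicle and 100% = reference compound; higher means more ethidium bromide displaced from hairpin DNA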
PHOSPHO1 block: PHOSPHO1 (human) inhibition | Q8TCT1 | recombinant PHOSPHO1, absorbance phosphatase assay | inhibition, % at 13.3 µM | 290,000 tested, 1.1% active | AID 1565; in the data active = inhibition above about 60%
Target sequence (Q8TCT1 whole entry, looked up): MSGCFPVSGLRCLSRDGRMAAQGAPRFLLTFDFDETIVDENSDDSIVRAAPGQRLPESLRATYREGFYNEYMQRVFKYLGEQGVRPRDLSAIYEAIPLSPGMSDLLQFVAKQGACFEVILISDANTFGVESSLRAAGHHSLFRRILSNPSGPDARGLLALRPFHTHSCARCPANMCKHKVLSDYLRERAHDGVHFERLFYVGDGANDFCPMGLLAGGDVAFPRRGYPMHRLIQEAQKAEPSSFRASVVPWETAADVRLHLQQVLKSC
* marks the source's active call; other numbers are inactive results; . = not tested or not shown.

SMILES | OXTR ag | GPR7 antag | VIM-2 inh | V1aR counter | NS3 helicase inh | IMP-1 inhibitor | GalR3 antagonist | FID counter | PHOSPHO1 block
Cc1csc2nc(CNC(=O)C3CC=CCC3C(=O)O)cn12 (stereo unspecified) | -0.1 | -4 | -1.2 | 1.6 | -1 | -4.4 | . | -4 | 22
C/C(=N/NC(=O)c1ccc(C)s1)c1cccc(NC(=O)COc2ccc(Cl)cc2C)c1 | -0.2 | -6 | 0.2 | 0.6 | -3 | -2.2 | -2 | -3 | 38
CNC(=O)c1cc2ccc(OC)cc2oc1=O | 0.4 | -7 | -0.8 | 1.6 | 4 | -0.1 | -1 | -3 | -24
COC(=O)c1ccc(OC)c(CSc2nnc(COc3cccc(C)c3)o2)c1 | 2.8 | 12 | -0.6 | 1.0 | -4 | -1.2 | -8 | -5 | 2
COC(=O)c1ccc(-n2nnnc2SCC(=O)NCc2cccc(C(=O)O)c2)cc1 | -0.4 | 8 | -0.9 | 0.4 | 1 | -2.0 | -3 | -24 | 25
Cn1c(CNC(=O)Nc2ccccc2)nnc1SCc1ccccc1 | -0.3 | -2 | -0.2 | -1.1 | -4 | -0.9 | -1 | -3 | -14
Cc1cnc(NC(=O)c2c(Cl)cnn2C)s1 | -1.1 | -11 | -2.4 | -0.1 | 11 | -0.3 | -2 | -8 | 19
COc1ccc(CNC(=O)C/C(C)=N/NC(=O)Cc2ccc(OC)cc2)cc1 | -0.8 | 7 | -2.0 | 0.5 | -2 | -2.2 | 1 | -5 | -9
Cn1c(CNC(=O)CCNC(=O)c2cccc(F)c2)cc(=O)n(C)c1=O | 0.0 | -11 | -1.1 | 0.8 | -2 | -2.9 | -8 | -6 | 24
CC(=O)Nc1ccc(OC(=O)c2ccco2)cc1 | 1.0 | 1 | -1.0 | 1.1 | 5 | -1.1 | 7 | -1 | -7
CCCCC(=O)Nc1ccc2c(c1)nc(CN1CCN(C(=O)OCC)CC1)n2C | -1.2 | -5 | -3.0 | 1.1 | -9 | -4.2 | -12 | -34 | 18
O=[N+]([O-])c1cc(Cl)ccc1NCCNS(=O)(=O)c1ccccc1 | 5.8 | -9 | -2.1 | 5.8 | 4 | -2.9 | -1 | 11 | -5
CCc1cc(=O)oc2cc(C)c3c(C)coc3c12 | -0.1 | -12 | 1.6 | -0.4 | -1 | -5.5 | -2 | -2 | -10
Cc1[nH][nH]c(=O)c1C(c1c(C)[nH][nH]c1=O)c1cn(Cc2ccc(F)cc2)c2ccccc12 | -2.0 | -5 | 1.7 | -0.6 | -14 | -4.7 | . | -15 | 7
O=C(NNC(=O)c1cc2ccccc2cc1O)Nc1ccc(Br)cc1 | 2.5 | -12 | -7.9 | 1.9 | 9 | -4.4 | -2 | 1 | 6
Cc1ccc(C(=O)Oc2coc(CSc3nnc(NC(=O)C4CC4)s3)cc2=O)cc1C | . | -2 | 0.2 | . | 23 | 0.0 | -1 | -11 | 7
O=c1ccnc(SCCC(F)=C(F)F)[nH]1 | 1.2 | -15 | -5.3 | 0.7 | 7 | -4.8 | -6 | 1 | -1
COc1ccc(NC(=O)Cn2nnc(-c3ccccc3NS(=O)(=O)c3ccc(OC)cc3)n2)cc1 | 3.5 | 26* | -3.2 | 3.3 | -17 | -3.9 | -3 | -3 | 7
Cc1ccccc1NC(=O)c1sc2nc3c(c(-c4ccco4)c2c1N)CCCC3 | -1.4 | -2 | 2.3 | -0.8 | 44* | 3.5 | -3 | -23 | 45
COc1ccc(N(CC(=O)Nc2ccc(C)cc2C)S(=O)(=O)c2ccccc2[N+](=O)[O-])c(OC)c1 | -1.2 | 1 | -2.7 | 1.1 | -14 | -1.3 | 0 | 3 | 32
Fc1cc2nc(-c3ccncc3)[nH]c2cc1F | 0.8 | -8 | 0.6 | 0.8 | -3 | 3.0 | -4 | 0 | 19
CC(=O)Nc1ccc(/C(C)=N/NC(=O)c2ccc(F)cc2)cc1 | -0.6 | -12 | -4.5 | 1.0 | 4 | -4.3 | -11 | -2 | 5
O=C(Nc1cccc(Cl)c1)Nc1nnc(-c2ccncc2)s1 | 9.2 | 8 | -3.1 | 9.8 | 2 | -5.2 | -8 | -6 | -17
O=C(CSc1nnnn1-c1cccnc1)Nc1cccc(Cl)c1 | 2.6 | -4 | -2.1 | 2.3 | 2 | -4.4 | -2 | -10 | 26
COC(=O)c1ccc(N2CCS(=O)(=O)CC2)cc1 | 0.6 | -16 | -1.5 | 0.0 | 12 | -1.3 | -1 | -2 | 20
COc1ccc(C(=O)NNC2=CC(=O)CC(C)(C)C2)cc1 | 1.5 | -3 | -2.5 | 1.3 | -10 | -3.2 | 0 | -15 | -18
CC1CC(=O)c2cnc(Nc3cccc(C(F)(F)F)c3)nc2C1 (stereo unspecified) | -2.6 | 7 | -2.8 | -1.5 | -33 | -2.7 | -5 | -4 | 9
CCCN1CN(Cc2ccco2)c2nc3ccccc3n2C1 | 0.9 | -5 | -1.4 | 0.7 | -3 | -3.7 | -3 | 3 | -12
Cc1cc(NC(=O)CSCC(=O)N(c2ccc(F)cc2)C(C(=O)NC2CCCCC2)c2ccc(O)c(O)c2)no1 (stereo unspecified) | -1.6 | -6 | -0.1 | 0.8 | -5 | -0.8 | -2 | -25 | 16
CCOC(=O)c1ccccc1N1C(=O)CSC1=S | 0.3 | -11 | -4.0 | -0.4 | 17 | -1.4 | -4 | -11 | -59
Cc1nc(-c2cccc(Br)c2)ccc1C(=O)O | 1.4 | 4 | -0.3 | 0.9 | 7 | -2.7 | -3 | -3 | 4
Cc1ccc(NC(=O)CN2CCN(Cc3ccccc3)CC2)cc1F | 2.4 | -12 | 0.9 | 1.1 | -7 | -4.0 | -8 | 0 | 35
O=C(NC1CCCCC1)c1ccc(Cn2cc(Cl)cn2)cc1 | -0.9 | 13 | -3.6 | 0.7 | -3 | 0.3 | -1 | -9 | 6
Cc1cc(C)c(C)c(OCCCCN2CCCCC2)c1 | 1.0 | 3 | 0.7 | 1.1 | -5 | 0.1 | -9 | 20 | -16
O=C1CCCC2=C1C(c1ccc3c(c1)OCO3)c1c([nH]n(-c3ccccc3)c1=O)N2 (stereo unspecified) | -0.2 | -5 | -3.7 | -1.2 | 0 | -3.7 | -3 | -4 | -33
COc1cc(/C=N/NC(=O)c2ccc(COc3cc(C)ccc3C(C)C)cc2)cc(OC)c1O | -1.6 | -11 | 0.6 | 1.0 | -5 | -3.2 | -4 | -11 | -19
COc1ccc(C(=O)Cc2cnn(-c3ccccc3)c2)c(O)c1 | 2.0 | 10 | 0.4 | 1.9 | 1 | -2.4 | -3 | -7 | -11
O=C(NCCc1ccccc1)c1ccc(=O)oc1 | 0.5 | -1 | 0.3 | 0.5 | 5 | -7.6 | -1 | 2 | -13
Cc1ccc(CS(=O)Cc2ccc(C(=O)NCc3ccccc3Cl)o2)cc1 (stereo unspecified) | 1.1 | -8 | -1.2 | 1.4 | -1 | 0.0 | 1 | -41 | 32
Cc1ccc(S(=O)(=O)N2CCCC2C(=O)OCC(=O)Nc2ccc3c(c2)OCO3)cc1 (stereo unspecified) | -0.4 | 13 | -2.9 | 1.8 | 0 | -10 | -9 | -18 | -2
Cc1csc(NC(=O)CSc2nnc(-c3ccccc3)o2)n1 | 0.7 | -6 | -6.5 | 0.5 | -6 | -5.8 | 1 | -7 | 14
CCOc1cc(/C=N/Nc2nncc(-c3ccccc3)n2)ccc1O | -2.2 | -4 | 2.1 | -1.5 | -4 | -2.8 | -2 | -18 | 13
CCN(CC)CCNC(=O)C(=O)NCC1OCCN1S(=O)(=O)c1ccc2c(c1)OCCO2 (stereo unspecified) | 0.2 | 3 | -1.1 | -0.2 | -7 | -3.5 | -5 | 8 | 20
O=[N+]([O-])c1ccccc1OCCCN1CCOCC1 | 0.8 | -7 | -0.8 | 0.7 | -3 | -1.8 | -8 | -5 | 32
Cc1nc2ncnn2c(C)c1CCC(=O)N1CCN(Cc2ccccc2)CC1 | -1.1 | 2 | -1.3 | 0.1 | 12 | -2.1 | -3 | -3 | -66

A few values from the list.
IMP-1 inhibitor result of O=[N+]([O-])c1ccccc1OCCCN1CCOCC1 is entered as -1.8
FID counter result of Cc1nc2ncnn2c(C)c1CCC(=O)N1CCN(Cc2ccccc2)CC1 is entered as -3

Carrying on.
SMILES | OXTR ag | GPR7 antag | VIM-2 inh | V1aR counter | NS3 helicase inh | IMP-1 inhibitor | GalR3 antagonist | FID counter | PHOSPHO1 block
C/C(=N\NC(=O)C(C)Oc1ccc([N+](=O)[O-])cc1)c1ccccn1 (stereo unspecified) | 0.4 | 8 | -2.1 | 0.4 | 0 | -5.1 | -5 | 2 | 7
COc1cccc(CNS(=O)(=O)c2ccc3c(c2)N(C)CCO3)c1 | -0.6 | 3 | -4.1 | 2.1 | 6 | -1.7 | -6 | -9 | -10
CCN(CC)CCn1c(NC(=O)c2ccccc2O)nc2ccccc21 | -0.5 | -16 | -1.9 | 0.5 | -10 | -3.2 | -11 | 0 | 8
COc1ccccc1NC(=O)CCN1CCCCCC1 | 0.0 | -7 | -1.2 | -0.4 | -8 | -2.4 | 6 | 6 | 18
CC(C)c1nnc(SCC(=O)N2CCOCC2)n1C | 0.5 | -15 | 0.3 | 2.2 | 1 | -3.3 | -4 | 2 | -1
Cc1cc(C#N)c(SCC(N)=O)nc1-c1ccc(F)cc1 | -2.1 | 5 | -3.1 | 2.8 | -8 | -1.2 | 0 | -14 | 18
CCOc1ccc(N(C(C)=O)C2C=CS(=O)(=O)C2)cc1 (stereo unspecified) | 0.0 | -3 | -0.2 | 0.0 | -2 | 1.4 | -1 | 3 | 6

In the list so far, seven have a Cl atom:
SMILES | OXTR ag | GPR7 antag | VIM-2 inh | V1aR counter | NS3 helicase inh | IMP-1 inhibitor | GalR3 antagonist | FID counter | PHOSPHO1 block
C/C(=N/NC(=O)c1ccc(C)s1)c1cccc(NC(=O)COc2ccc(Cl)cc2C)c1 | -0.2 | -6 | 0.2 | 0.6 | -3 | -2.2 | -2 | -3 | 38
Cc1cnc(NC(=O)c2c(Cl)cnn2C)s1 | -1.1 | -11 | -2.4 | -0.1 | 11 | -0.3 | -2 | -8 | 19
O=[N+]([O-])c1cc(Cl)ccc1NCCNS(=O)(=O)c1ccccc1 | 5.8 | -9 | -2.1 | 5.8 | 4 | -2.9 | -1 | 11 | -5
O=C(Nc1cccc(Cl)c1)Nc1nnc(-c2ccncc2)s1 | 9.2 | 8 | -3.1 | 9.8 | 2 | -5.2 | -8 | -6 | -17
O=C(CSc1nnnn1-c1cccnc1)Nc1cccc(Cl)c1 | 2.6 | -4 | -2.1 | 2.3 | 2 | -4.4 | -2 | -10 | 26
O=C(NC1CCCCC1)c1ccc(Cn2cc(Cl)cn2)cc1 | -0.9 | 13 | -3.6 | 0.7 | -3 | 0.3 | -1 | -9 | 6
Cc1ccc(CS(=O)Cc2ccc(C(=O)NCc3ccccc3Cl)o2)cc1 (stereo unspecified) | 1.1 | -8 | -1.2 | 1.4 | -1 | 0.0 | 1 | -41 | 32
